# Screening results deposited in PubChem by Sanford-Burnham Center for Chemical Genomics.
# SENP8 inh = blocks the human protease SENP8. inhibition, % at 10 µM. AID 2540. purified SENP8, Z-RLRGG-aminoluciferin cleavage, luminescence. actives 1.2% (n = 330,000). Q96LD8
# Jurkat NFkB inh = lowers PMA/ionomycin-induced NF-kB signal in Jurkat cells. PMA/ionomycin-induced NF-kB luciferase reporter, luminescence. actives 0.53% (n = 330,000). inhibition, % at 4 µM
# SENP7 block = inhibitors of human SENP7 protease. recombinant SENP7, Z-RLRGG-aminoluciferin luminescence, 40 min. actives 1.5% (n = 330,000). Q9BQF6. inhibition, % at 5 µM;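 active means inhibition above about 50% at the single test dose, limit read from the data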;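 further: plate controls were DMSO with enzyme for no effect and no enzyme buffer wells for full effect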
# Apaf-1 inh = blocks human Apaf-1 apoptosome activity | O14727 | reconstituted apoptosome caspase-3 activity, DEVD-Rh110 fluorescence | inhibition, % at 20 µM | actives 0.71% (n = 330,000); active means inhibition of at least 40% at 20 µM;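 further: plate controls were DMSO wells for no effect and DEVD-CHO caspase inhibitor wells for full effect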
#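 Material: biochemical Apaf-1 apoptosome reconstitution. Medium: Hepes buffer, pH 7.5. Also added: cytochrome c activation, bis-DEVD rhodamine 110 substrate. Timing: 30 min compound preincubation, 50 min activation, room temperature. Measured by: rhodamine 110 fluorescence at Ex 480/Em 540 nm.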
# HKDC1 inh = inhibitors of human hexokinase HKDC1. Q2TB90. recombinant HKDC1, G6PDH/diaphorase resazurin coupled fluorescence. inhibition, % at 20 µM. actives 0.16% (n = 340,000);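 active means inhibition above about 35% when tested at 20 µM, limit read from the data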;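 further: plate controls were DMSO wells with enzyme for no effect and DMSO wells lacking enzyme for full effect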
# Target sequence (Q2TB90 whole entry, looked up): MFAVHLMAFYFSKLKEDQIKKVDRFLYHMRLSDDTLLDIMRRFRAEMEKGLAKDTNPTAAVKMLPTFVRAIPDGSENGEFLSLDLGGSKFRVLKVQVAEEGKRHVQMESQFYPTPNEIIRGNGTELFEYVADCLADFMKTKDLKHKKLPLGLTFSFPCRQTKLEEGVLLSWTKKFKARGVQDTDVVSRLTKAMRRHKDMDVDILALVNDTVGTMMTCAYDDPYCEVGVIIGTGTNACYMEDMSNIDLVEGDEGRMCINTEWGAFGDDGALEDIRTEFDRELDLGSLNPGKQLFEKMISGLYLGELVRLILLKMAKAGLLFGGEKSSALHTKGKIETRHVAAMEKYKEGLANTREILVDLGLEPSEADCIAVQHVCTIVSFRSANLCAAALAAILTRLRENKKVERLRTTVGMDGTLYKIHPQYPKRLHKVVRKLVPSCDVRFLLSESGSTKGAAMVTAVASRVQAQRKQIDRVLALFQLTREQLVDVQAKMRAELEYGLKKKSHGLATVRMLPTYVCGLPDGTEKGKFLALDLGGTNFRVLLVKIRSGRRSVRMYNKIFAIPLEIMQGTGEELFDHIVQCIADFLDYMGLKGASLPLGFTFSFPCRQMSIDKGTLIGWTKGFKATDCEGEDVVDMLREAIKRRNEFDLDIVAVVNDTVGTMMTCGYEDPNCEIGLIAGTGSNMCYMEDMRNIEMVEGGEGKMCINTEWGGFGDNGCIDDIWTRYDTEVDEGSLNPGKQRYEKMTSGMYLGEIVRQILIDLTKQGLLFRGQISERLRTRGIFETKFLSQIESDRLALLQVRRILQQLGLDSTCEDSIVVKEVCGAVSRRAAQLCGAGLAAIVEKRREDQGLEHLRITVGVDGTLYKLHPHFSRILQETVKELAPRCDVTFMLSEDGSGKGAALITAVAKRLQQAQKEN
#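 Test system: recombinant HKDC1 (HK5) hexokinase enzyme, produced in-house / Doses: 20 µM test compound, 1% DMSO / Timing: 90 min, room temperature / Detection: G6PDH/diaphorase-coupled fluorescence, 1 mM NADP, 100 µM resazurin, 525/613 nm / Control set: DMSO wells with and without enzyme mix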
# UBC13 polyUb = blocks human UBC13 polyubiquitin chain formation; AID 485273; actives 0.47% (n = 330,000); P61088; inhibition, % at 20 µM; TR-FRET; in the data active means inhibition above about 45%, passing the limit was not always enough; inconclusive means no clear call, values can overlap the other calls
# Target sequence (P61088 whole entry, looked up): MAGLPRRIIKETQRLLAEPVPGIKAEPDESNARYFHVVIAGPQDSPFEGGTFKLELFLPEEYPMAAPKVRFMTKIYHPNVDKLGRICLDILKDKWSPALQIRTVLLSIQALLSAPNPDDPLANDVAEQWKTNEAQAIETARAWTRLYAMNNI
# Gli-Sufu block = antagonists of Gli-Sufu signaling. Sufu-KO-LIGHT fibroblasts, Gli luciferase reporter luminescence. inhibition, % at 5 µM. actives 0.74% (n = 340,000). AID 588413;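 active means inhibition above about 55%, limit read from the data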;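 further: 0% = DMSO-treated cells and 100% = wells with medium but no cells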
# 697 NFkB inh = lowers PMA/ionomycin-induced NF-kB signal in 697 B cells; actives 0.33% (n = 330,000); inhibition, % at 4 µM; 697 B-cell NF-kB luciferase reporter, 16 h; in the data active means inhibition above about 35%
# Starred values were filed as active, the others as inactive; ? = inconclusive. Unless noted, no stated cut-off is given here; in the data, active means inhibition above about 50%; inactive means the rest.
SMILES,SENP8 inh,Jurkat NFkB inh,SENP7 block,Apaf-1 inh,HKDC1 inh,UBC13 polyUb,Gli-Sufu block,697 NFkB inh
Cc1ccc(N2C(=O)CC(SCC(=O)Nc3ccc(S(N)(=O)=O)cc3)C2=O)cc1 (centres undefined),-9,-4,-3,3,-13,5,-4,9
O=C(Nc1cccc(C(F)(F)F)c1)C1CC(=O)N(CCc2ccccc2)C1 (centres undefined),1,-5,-2,9,5,4,-27,22
CCN(CC(=O)Nc1cc(Cl)ccc1C)C(=O)c1oc2ccc(OC)cc2c1C,-3,-5,2,19,6,5,0,5
O=C(c1coc2ccc(O)c(CN3CCOCC3)c12)C1CC1,-4,-20,12,-5,-4,-8,-7,-42
Cc1onc(-c2c(F)cccc2Cl)c1C(=O)N(C)CC(=O)Nc1cccc(F)c1,8,1,3,7,4,-11,-4,-15
COc1cccc(CNC(=O)COc2cc(O)c3c(c2)OC(C)(C)CC3=O)c1,-3,-2,12,5,-1,2,-3,1
O=C(NC1CCCCC1)C1CCN(c2cnccn2)CC1,-14,-2,-4,13,-12,-15,2,-23
COC(=O)N(NC(=O)C(O)(c1ccccc1)c1ccccc1)c1ccccc1,-11,3,-11,5,-11,-11,5,-14
COc1ccc(S(=O)(=O)N2CCCCCC2)cc1C(=O)N(C)Cc1ccc(C(C)(C)C)cc1,-4,1,-1,34,4,-3,25,-32
O=C(O)C(Cc1ccccc1)N1Cc2ccccc2C1=O (centres undefined),-2,5,-6,-5,3,7,1,12
CC(=O)Cc1nsc(NC(=O)c2oc(-c3ccccc3Cl)cc2C)n1,4,7,5,3,-2,7,2,17
CCOc1ccc(NC(=O)CSc2nncc(=O)[nH]2)cc1,-2,-5,3,-2,4,5,-25,8
Cc1cc(=O)oc2c(C)c(OCC(=O)NCCc3ccc(S(N)(=O)=O)cc3)ccc12,-1,2,8,10,20,-7,32,7
CCn1cc(C(=O)NCc2ccccc2)c(=O)c2cc(F)c(N3CCN(C(=O)c4ccco4)CC3)cc21,-3,-43,-10,36,8,6,12,-77
Cc1c(C(=O)NCc2cccnc2)oc2ccccc12,4,5,1,-4,2,5,5,9
CN1CCN(C(=O)CN2C(=O)COc3ccc(S(=O)(=O)N4CCOCC4)cc32)CC1,4,11,8,-9,-4,6,12,6
CCCn1c2ccc(F)cc2c2nnc(SCCN3CCCCC3)nc21,-1,-4,-3,6,-1,-14,-4,-9
CC(=O)NC(C(=O)c1ccccc1)N1CCCCC1 (centres undefined),7,-8,8,7,-4,-7,-9,-8
CN(CC(=O)Nc1ccc(F)cc1)C(=O)CCc1nc2sc3c(c2c(=O)[nH]1)CCCC3,-4,-7,-5,17,1,3,8,-5
COC(=O)CCCC1=CC2=CC(=O)C(C)(OC(=O)c3cccs3)C(=O)C2=CN1c1cccc(C#N)c1 (centres undefined),-5,3,-8,15,10,-69,-2,1
CCOc1ccccc1CN1CCN(Cc2nc3ccccc3s2)CC1CCO (centres undefined),-3,2,-4,0,7,-2,1,-11
O=C(N/C(=C/c1cccnc1)C(=O)N1CCOCC1)c1ccco1,-10,0,-2,-8,9,10,2,20
CCOc1ccc(NS(=O)(=O)c2cc3c4c(c2)C(C)C(=O)N4CCC3)cc1 (centres undefined),-17,-15,7,5,2,-3,12,-1
CCOC(=O)C(CC)/C(C)=N/NC(=O)c1ccccc1[N+](=O)[O-] (centres undefined),-7,15,-1,-10,-8,-2,-1,23
COC(=O)c1ccccc1OC(=O)c1ccc(Br)o1,6,12,1,-13,3,?,-14,-3
O=C(CN1CCN(C(=O)N2CCCCC2)CC1)Nc1ccc(F)cc1,0,-9,-8,-12,-6,-8,-1,-11
O=C(Nc1ccc2c(c1)OCO2)c1cccc2c1C(=O)N(Cc1cccnc1)C2,-16,-13,-6,13,10,-1,-12,-20
CCOC(=O)/C=c1\s/c(=C\c2ccc(C(F)(F)F)cc2)c(=O)n1CC(=O)NCc1ccco1,-2,-18,-2,18,4,-38,7,-30
Cc1ccc2nc(Cl)c(C#N)cc2c1,-6,-18,-8,-9,-5,14,-3,-1
COc1ccc(C(=O)Nc2ccc(C)cn2)c(OC)c1,90*,3,94*,-6,5,-9,-7,-112
CCOc1ccc(NC(=O)CSc2nc3ccccc3c(=O)n2CCNC(C)=O)cc1,-11,-7,-5,7,2,-16,3,5
CC12CN(S(=O)(=O)c3ccccc3)CC(C)(CN(S(=O)(=O)c3ccccc3)C1)C2,4,-10,14,10,-2,0,6,7
O=c1c2ccccc2nnn1-c1ccc(Br)cc1,-2,-106,19,-23,4,6,-49,-97
CCCOc1ccc(/C=C2/C(=O)ON=C2C)cc1OCC,0,3,-5,2,5,-6,3,23
O=C(COC(=O)CNS(=O)(=O)c1ccc(F)c(F)c1F)Nc1ccc(OC(F)F)cc1,-18,-16,-6,-6,-3,-6,4,-10
Cc1sc(NC(=O)c2ccco2)c(C(=O)c2ccc(Cl)cc2)c1C,-2,-12,-7,12,-9,-4,5,18
Cc1ccccc1-c1nnc(SC(C)C(=O)NC2CCCC2)o1 (centres undefined),-8,-13,-7,2,2,-6,0,-35
COc1ccc(CNC(=O)C2CCN(S(=O)(=O)N3CCOCC3)CC2)cc1,-8,-4,-7,5,1,-2,9,-18
CC(C)(C)OC(=O)C[C@H]1C/C=C\C[C@H](CC(=O)NCCO)C(=O)N[C@@H](Cc2ccccc2)COC1=O,-10,10,6,6,-2,-3,-6,14
Cc1cc(/C=C(/C#N)C(=O)O)c(C)n1CCC(C)C,5,8,0,5,8,-3,3,7
O=C(Nc1cc(Cl)ccc1N1CCCC1)C1=NN(c2ccccc2)C(=O)CC1,-4,5,1,12,-1,4,9,-8
O=C(c1cccc(F)c1)N1CCc2ccccc2C1,2,-11,15,13,-1,-9,-12,-2
CCOC(=O)C1CCN(Cc2ccc3ccccc3c2)CC1,1,-5,0,0,5,-9,7,-11
O=C(O)c1ccc(C2NCC(c3ccccc3Cl)c3c2[nH]c2ccccc32)cc1 (centres undefined),3,-4,-5,3,6,2,14,17
O=C(Nc1ccc(Cl)cc1)Nc1nc(-c2ccccc2O)cs1,-18,-2,-18,-11,-2,-10,-4,-12
O=C(CSc1nnc(-c2cccs2)o1)c1cccs1,6,-39,10,1,-7,-1,-22,-20
OC(CN1CCOCC1)CN(c1ccccc1)c1ccccc1 (centres undefined),-12,5,-7,-3,-6,2,-5,-12
COc1ccc(C)cc1NC(=S)N1CC(C)OC(C)C1 (centres undefined),-4,7,-10,0,-2,4,-9,16

# Part of the list above, with two lines to a compound:
# Second line of a record – SENP8 inh | Jurkat NFkB inh | SENP7 block | Apaf-1 inh | HKDC1 inh | UBC13 polyUb | Gli-Sufu block | 697 NFkB inh
CCOC(=O)/C=c1\s/c(=C\c2ccc(C(F)(F)F)cc2)c(=O)n1CC(=O)NCc1ccco1
 : -2 | -18 | -2 | 18 | 4 | -38 | 7 | -30
Cc1ccc2nc(Cl)c(C#N)cc2c1
 : -6 | -18 | -8 | -9 | -5 | 14 | -3 | -1
COc1ccc(C(=O)Nc2ccc(C)cn2)c(OC)c1
 : 90* | 3 | 94* | -6 | 5 | -9 | -7 | -112
CCOc1ccc(NC(=O)CSc2nc3ccccc3c(=O)n2CCNC(C)=O)cc1
 : -11 | -7 | -5 | 7 | 2 | -16 | 3 | 5
CC12CN(S(=O)(=O)c3ccccc3)CC(C)(CN(S(=O)(=O)c3ccccc3)C1)C2
 : 4 | -10 | 14 | 10 | -2 | 0 | 6 | 7
O=c1c2ccccc2nnn1-c1ccc(Br)cc1
 : -2 | -106 | 19 | -23 | 4 | 6 | -49 | -97
CCCOc1ccc(/C=C2/C(=O)ON=C2C)cc1OCC
 : 0 | 3 | -5 | 2 | 5 | -6 | 3 | 23
O=C(COC(=O)CNS(=O)(=O)c1ccc(F)c(F)c1F)Nc1ccc(OC(F)F)cc1
 : -18 | -16 | -6 | -6 | -3 | -6 | 4 | -10
Cc1sc(NC(=O)c2ccco2)c(C(=O)c2ccc(Cl)cc2)c1C
 : -2 | -12 | -7 | 12 | -9 | -4 | 5 | 18
Cc1ccccc1-c1nnc(SC(C)C(=O)NC2CCCC2)o1 (centres undefined)
 : -8 | -13 | -7 | 2 | 2 | -6 | 0 | -35
COc1ccc(CNC(=O)C2CCN(S(=O)(=O)N3CCOCC3)CC2)cc1
 : -8 | -4 | -7 | 5 | 1 | -2 | 9 | -18
CC(C)(C)OC(=O)C[C@H]1C/C=C\C[C@H](CC(=O)NCCO)C(=O)N[C@@H](Cc2ccccc2)COC1=O
 : -10 | 10 | 6 | 6 | -2 | -3 | -6 | 14
Cc1cc(/C=C(/C#N)C(=O)O)c(C)n1CCC(C)C
 : 5 | 8 | 0 | 5 | 8 | -3 | 3 | 7
O=C(Nc1cc(Cl)ccc1N1CCCC1)C1=NN(c2ccccc2)C(=O)CC1
 : -4 | 5 | 1 | 12 | -1 | 4 | 9 | -8
O=C(c1cccc(F)c1)N1CCc2ccccc2C1
 : 2 | -11 | 15 | 13 | -1 | -9 | -12 | -2
CCOC(=O)C1CCN(Cc2ccc3ccccc3c2)CC1
 : 1 | -5 | 0 | 0 | 5 | -9 | 7 | -11
O=C(O)c1ccc(C2NCC(c3ccccc3Cl)c3c2[nH]c2ccccc32)cc1 (centres undefined)
 : 3 | -4 | -5 | 3 | 6 | 2 | 14 | 17
O=C(Nc1ccc(Cl)cc1)Nc1nc(-c2ccccc2O)cs1
 : -18 | -2 | -18 | -11 | -2 | -10 | -4 | -12
O=C(CSc1nnc(-c2cccs2)o1)c1cccs1
 : 6 | -39 | 10 | 1 | -7 | -1 | -22 | -20

# Other compounds follow.
SMILES,SENP8 inh,Jurkat NFkB inh,SENP7 block,Apaf-1 inh,HKDC1 inh,UBC13 polyUb,Gli-Sufu block,697 NFkB inh
O=C(Nc1ccc(Cl)c(Cl)c1)N1N=CCC1c1ccccc1 (centres undefined),-12,-14,-19,25,5,0,13,-1
Cc1cc(NC(=O)COn2nnc3ccccc32)no1,-1,-9,-3,-3,-6,6,2,3
COC(=O)CCCCCC(CCC(=O)OC)NC(C)=O (centres undefined),1,-8,2,-2,3,-5,1,26
CCn1ncc(C2=NOC(C(=O)Nc3cccc(O)c3)C2)c1C (centres undefined),5,-2,6,-3,-13,2,-5,-3
CCOC(=O)C1(CCOc2ccccc2)CCN(Cc2ccc(C(=O)OC)cc2)CC1,4,10,6,15,-6,8,24,-8
Cc1cc(Cl)ccc1OCC(=O)NNC(=O)c1cnccn1,-1,-16,-9,-3,-9,-10,8,-7
O=C1CCC(C(=O)OC(C(=O)Nc2ccc([N+](=O)[O-])cc2Br)c2ccccc2)=NN1 (centres undefined),0,-15,8,9,4,2,0,18
CN(C)C(=O)COc1ccc(S(=O)(=O)c2ccc(OCC(=O)N(C)C)cc2)cc1,6,1,-5,-2,-2,6,22,13
CN1CCN(NC(=O)c2cn(-c3ccccc3)nc2-c2cccs2)CC1,0,-12,-7,4,-9,4,-6,-17
CCOC(=O)N1CCN(C(=O)Cc2cccs2)CC1,-4,-2,-8,6,-29,-1,-2,3
Cc1ccc2c(c1)[C@H]1[C@H](CO2)[C@H](c2ccccc2)[C@]2(C)C(=O)Nc3ccccc3C(=O)N12,3,9,-6,16,-2,-8,-10,-2
CC1(C)OC(=O)C(=CNc2ncccn2)C(=O)O1,-1,-6,4,-9,-5,-7,6,-21
